RAD52 inh – blocks human RAD52 DNA annealing; hit rate 0.46% among 360,000; recombinant RAD52 DNA annealing, FRET fluorescence; inhibition, % at 18.7 µM;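 active = every replicate showing at least 50% inhibition; inconclusive = mean inhibition at least 50% but not in every replicate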
GSIS activator – primary screen for activators of insulin secretion dependent on glucose, INS-1E cells, GLuc reporter luminescence; INS-1E GLuc reporter insulin secretion, 2-3 h; activation, % at 16.6 µM; hit rate 0.61% among 370,000;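 active = lowest replicate activation of at least 40%, so every replicate reaches that level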;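 note: 0% = median of neutral control wells and 100% = median of IBMX positive control wells; some compounds called inactive have numbers as strong as hits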
ARNT TACC3 PPI – disruptors of human ARNT/TACC3 interaction; AlphaScreen His-ARNT PAS-B/GST-TACC3 binding, luminescence; TACC3 fragment carries E629A point mutation; hit rate 0.66% among 390,000; Q9Y6A5; AID 623870; inhibition, % at 9.99 µM;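 active = mean inhibition of replicates at least 50% and at least half of replicates each reaching 50%; inconclusive = half or more replicates reach 50% but mean below 50%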;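 note: 0% = complete ARNT plus TACC3 wells and 100% = ARNT alone without TACC3; many hits fall short of the cut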
XiGFP reactiv – reactivates the inactive X chromosome in mouse fibroblasts | XiGFP mouse fibroblasts, % GFP-positive cells imaging, 3 d; cells co-treated with 5-aza-dC sensitizer; scaled so ellipticine positive control = 100% | activation, % at 7.58 µM | hit rate 0.055% among 360,000;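 active = mean normalized replicate activation at least 10% and every replicate at or above 10%; inconclusive = only one of the two criteria met; inactive = mean below 10% and not all replicates reach 10%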;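 note: 0% = median of on-plate neutral control wells and 100% = ellipticine 6 µM median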
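System: 68-5-11 XiGFP fibroblast line; Timing: 3 days compound exposure; Compound dosing: one concentration, pinned; Benchmarks: positive control ellipticine, 6 µM final; Buffer or medium: DMEM containing 5-aza-dC.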
esBAF inh – SWI/SNF esBAF complex inhibition. mouse ES cells, Bmi1-luciferase knock-in reporter, 24 h; 100% = twice the neutral-well signal. reporter increase, % at 12.5 µM. hit rate 2% among 350,000; in the data active = activation above about 40%; inconclusive = no clear call, values can overlap the other calls;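 note: 0% = median of the plate's neutral control wells and 100% = double that signal; a rise in the Bmi1 reporter signal indicates esBAF inhibition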
RAD54 branch – RAD54 (human) branch migration inhibition; Q92698; RAD54 Holliday junction branch migration, FAM/BHQ fluorescence; inhibition, % at 10.4 µM; hit rate 0.14% among 360,000; AID 602329;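 active = mean normalized replicate activity at least 40 and at least half of replicates scoring 40 or more; inconclusive = only one of the two criteria met; inactive = mean below 40 and under half of replicates reaching 40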;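 note: 0% = median of neutral control wells and 100% = median of positive control wells; inhibitors cause a drop in the FAM fluorescence signal; in these data hits start at about 50%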
ERAP1 HTS inh – blocks human ERAP1 aminopeptidase activity. recombinant ERAP1, Leu-AMC fluorescence, 60 min. hit rate 0.15% among 340,000. inhibition, % at 10.7 µM. AID 652197;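 active = mean replicate inhibition of at least 30%, or all replicates individually reaching that 30% level; inactive = mean below 30% and not every replicate reaching it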;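 note: 0% = neutral control wells and 100% = L-leucinethiol positive control wells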
Target sequence (Q9NZ08 whole entry, looked up): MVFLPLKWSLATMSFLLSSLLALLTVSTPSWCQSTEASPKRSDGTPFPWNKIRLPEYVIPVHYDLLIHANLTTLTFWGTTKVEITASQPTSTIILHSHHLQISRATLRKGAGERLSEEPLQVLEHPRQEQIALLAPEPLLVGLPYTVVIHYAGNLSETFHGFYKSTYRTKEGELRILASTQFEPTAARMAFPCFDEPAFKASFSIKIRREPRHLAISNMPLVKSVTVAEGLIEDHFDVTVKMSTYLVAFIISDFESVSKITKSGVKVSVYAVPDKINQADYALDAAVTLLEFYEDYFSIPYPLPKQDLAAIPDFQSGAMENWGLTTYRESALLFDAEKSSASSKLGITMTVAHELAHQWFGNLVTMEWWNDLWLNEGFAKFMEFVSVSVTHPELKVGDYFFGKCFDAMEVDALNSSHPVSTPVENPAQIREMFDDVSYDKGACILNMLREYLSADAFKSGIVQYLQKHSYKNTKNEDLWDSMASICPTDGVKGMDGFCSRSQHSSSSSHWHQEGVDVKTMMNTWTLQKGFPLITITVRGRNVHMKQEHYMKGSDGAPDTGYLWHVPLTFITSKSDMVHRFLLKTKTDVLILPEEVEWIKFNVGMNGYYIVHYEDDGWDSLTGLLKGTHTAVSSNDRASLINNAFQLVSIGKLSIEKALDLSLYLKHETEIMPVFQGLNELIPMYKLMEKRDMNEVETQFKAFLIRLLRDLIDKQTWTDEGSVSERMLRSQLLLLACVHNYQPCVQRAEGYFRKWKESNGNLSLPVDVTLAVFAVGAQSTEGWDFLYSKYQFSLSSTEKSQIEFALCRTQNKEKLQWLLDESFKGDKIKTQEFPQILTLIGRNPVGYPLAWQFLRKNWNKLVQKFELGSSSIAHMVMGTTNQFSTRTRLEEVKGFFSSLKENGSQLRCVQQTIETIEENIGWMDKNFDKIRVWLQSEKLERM
F508del corr – CFTR F508del correction in bronchial cells; CFBE cells, YFP halide quenching; stimulated with forskolin plus potentiator P3; % fluorescence drop versus neutral controls; activity (quench increase), % at 7.58 µM; hit rate 0.36% among 350,000; AID 720511;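 active = mean added fluorescence quench of at least 8% versus neutral control, with both replicates also reaching 8%; inconclusive = only one of the mean or replicate conditions met; inactive = mean below 8% and not both replicates reaching 8%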;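 note: cells transiently co-express mutant CFTR-F508del with the halide-sensitive YFP; corrector assay measuring rescue of mutant channel to the surface after 24 h compound exposure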
* marks the source's active call; other numbers are inactive results; ? = inconclusive; . = not tested or not shown; & = joins results of further samples.

(1) COC(=O)c1ccc(Cn2cc(C(F)(F)F)cc([N+](=O)[O-])c2=O)cc1
(2) COc1ccc(-n2c(Cc3cccn3C)nnc2SCC(=O)NCC2CCCO2)cc1 (stereo unspecified)
(3) c1ccc(CNc2nc3ccccc3n3cnnc23)cc1
(4) Cc1cc(CN2CCC(n3nccc3NC(=O)c3ccccc3C)CC2)n[nH]1
(5) C[C@H](CO)N1C[C@H](C)[C@@H](CN(C)Cc2ccc(Cl)c(Cl)c2)OCCCC[C@H](C)Oc2ccc(NS(=O)(=O)c3ccc(Cl)cc3)cc2C1=O
(6) Cc1ccc2nc(/C(C#N)=C/c3ccccc3C(=O)O)[nH]c2c1
(7) COCC(=O)Nc1ccc2c(c1)OC[C@H](C)N(C(=O)Cc1cccnc1)C[C@H](C)[C@@H](OC)CN(C)C2=O
(8) O=C(C[C@H]1CC[C@H]2[C@@H](COC[C@H](O)CN2C(=O)Cc2ccccc2)O1)NC1CCC1
(9) CC1CCCCN1C(=O)Cn1c(=O)oc2cc(S(=O)(=O)N3CCCC3)ccc21 (stereo unspecified)
(10) Cc1cccc(NC(=O)CNC(=O)[C@H]2O[C@@H](n3ccc(N)nc3=O)[C@H](O)[C@@H]2O)c1C

assay / compound	1	2	3	4	5	6	7	8	9	10
F508del corr	0.6	2.1	-2.3	-1.3	2.6	2.3	-0.8	4.1	-1.6	-2.7
RAD54 branch	.	-9	0	7	5	-6	.	2	7	2
esBAF inh	.	-4	1	-7	-1	2	.	-4	-7	-2
ERAP1 HTS inh	7	1	5	0	-6	-7	-2	-5	-3	-2
ARNT TACC3 PPI	4	1	-2	24	3	6	.	-3	-10	.
XiGFP reactiv	-0.1	0.0	0.0	0.7	0.6	0.2	0.0	0.1	-0.1	.
GSIS activator	-7	8	5	12	17	-19	-3	5	-6	17
RAD52 inh	-19	-10	-11	-2	-6	-34	-7	9	-2	-15

(11) CO[C@@H]1CN(C)C(=O)c2cc(NS(=O)(=O)c3cn(C)cn3)ccc2OC[C@@H](C)N(CCC(F)(F)F)C[C@H]1C
(12) CN(CCO)c1ccc(-c2n[nH]c(=O)c3ccccc23)cc1[N+](=O)[O-]
(13) CN1CCN(c2ccccc2NC(=O)C(Cc2ccccc2)n2cccc2)CC1 (stereo unspecified)
(14) COc1ccc(N(CC(=O)Nc2ccc(S(=O)(=O)N3CCOCC3)cc2)S(=O)(=O)c2ccc(F)cc2)cc1
(15) CC(=O)C1=C(O)CC(c2ccccc2)CC1=NCCc1c(C)[nH]c2ccc(C)cc12 (stereo unspecified)
(16) Cc1ccccc1NC(=O)CSc1nc2scc(C)c2c(=O)[nH]1
(17) CCCn1c(SCC(=O)N2CCN(C(C)=O)CC2)nc2sc3c(c2c1=O)CCC3
(18) CCOc1ccc(OCc2ccc(C(=O)Nc3cccnc3)o2)cc1
(19) O=C(c1ccc2c(=O)n(C3CCCC3)c(=S)[nH]c2c1)N1CCCCCC1
(20) CN(C(=O)C1CCC(=O)N(C2CC2)C1)C1CCCCC1 (stereo unspecified)

assay / compound	11	12	13	14	15	16	17	18	19	20
F508del corr	0.8	1.4	-3.0	-3.4	-1.5	0.3	-0.3	.	1.3	0.5
RAD54 branch	-3	.	-11	-7	2	17	0	-2	.	4
esBAF inh	1	.	2	0	-4	-1	-1	?	.	1
ERAP1 HTS inh	10	0	-6	-1	0	-2	-2	.	-3	1
ARNT TACC3 PPI	-1	.	7	2	3	-4	1	26	0	-6
XiGFP reactiv	0.0	0.0	-0.1	0.0	0.1	.	0.0	.	0.0	0.2
GSIS activator	-9	32	-37	-17	-9	0	-1	5	-23	-17
RAD52 inh	8	-18	0	-30	-10	-19	4	.	-1	4

A different layout for part of the listing above.
no.	Molecule	F508del corr	RAD54 branch	esBAF inh	ERAP1 HTS inh	ARNT TACC3 PPI	XiGFP reactiv	GSIS activator	RAD52 inh
19	O=C(c1ccc2c(=O)n(C3CCCC3)c(=S)[nH]c2c1)N1CCCCCC1	1.3	.	.	-3	0	0.0	-23	-1
20	CN(C(=O)C1CCC(=O)N(C2CC2)C1)C1CCCCC1 (stereo unspecified)	0.5	4	1	1	-6	0.2	-17	4

Structures from the list above with an aryl methoxy group, in the order listed:
(2) COc1ccc(-n2c(Cc3cccn3C)nnc2SCC(=O)NCC2CCCO2)cc1 (stereo unspecified)
(14) COc1ccc(N(CC(=O)Nc2ccc(S(=O)(=O)N3CCOCC3)cc2)S(=O)(=O)c2ccc(F)cc2)cc1

assay / compound	2	14
F508del corr	2.1	-3.4
RAD54 branch	-9	-7
esBAF inh	-4	0
ERAP1 HTS inh	1	-1
ARNT TACC3 PPI	1	2
XiGFP reactiv	0.0	0.0
GSIS activator	8	-17
RAD52 inh	-10	-30

(more compounds)
(21) COc1ccc(OC)c(/C=N/NC(=O)CC(=O)NCc2ccccc2)c1
(22) Cc1ccc(S(=O)(=O)Nc2ccc3c(c2)C(=O)N([C@H](C)CO)C[C@H](C)[C@H](CN(C)C(=O)Nc2c(C)noc2C)O3)cc1
(23) CCOC(=O)C1(CC2CCCCO2)CCN(Cc2cc(F)ccc2-n2cccn2)CC1 (stereo unspecified)
(24) COc1cccc(-c2cc(N)nn2C(=O)Nc2ccc(Cl)cc2)c1
(25) CCn1nc(C)cc1C(=O)N1CCCC(N2CCN(c3cccc(Cl)c3)CC2)C1 (stereo unspecified)
(26) CC(=O)NC(=S)NNC(=O)COc1ccc(Br)cc1
(27) COc1ccccc1OCCNC(=O)c1ccc(Br)cc1
(28) COc1ccc(/C=C/c2nc(S(=O)(=O)c3ccccc3)c(NCCCN(C)C)o2)cc1OC
(29) CCOc1ccccc1NC(=O)COc1coc(CN2CCCc3ccccc32)cc1=O
(30) O=C(Nc1nc(-c2ccc(F)c(F)c2)cs1)c1cnccn1

assay / compound	21	22	23	24	25	26	27	28	29	30
F508del corr	-2.3	-2.9	-1.2	0.4	2.6	5.0	2.2	3.7	3.0	0.5
RAD54 branch	.	4	1	6	8	.	-12	5	1	.
esBAF inh	.	-1	-5	24	-4	.	56*	-7	0	.
ERAP1 HTS inh	-2	3	2	2	0	5	2	0	1	-1
ARNT TACC3 PPI	.	-1	1	-13	-7	-55	-7	-1	2	-23
XiGFP reactiv	0.1	0.0	0.5	-0.1	0.0	0.2	0.0	0.0	0.0	-0.2
GSIS activator	3	11	-3	-35	-24	-20	-23	59	-30	8
RAD52 inh	-15	-3	-9	-34	-11	-98	-10	30	-16	-11

(31) COc1ccc(N(C=O)C(=S)SC)cc1
(32) O=c1[nH]c2cc3c(cc2cc1CN(CCc1ccccc1)C(=S)NCCCN1CCOCC1)OCCO3
(33) C[C@@H]1CN([C@@H](C)CO)S(=O)(=O)c2ccc(Br)cc2O[C@H]1CN(C)C(=O)c1ccc2c(c1)OCO2
(34) OC1(c2ccc(Cl)cc2)CCN(Cc2cn[nH]c2-c2ccc(F)cc2)CC1
(35) CO[C@H]1CN(C)C(=O)c2ccc(NS(=O)(=O)c3cccc(F)c3)cc2OC[C@H](C)NC[C@@H]1C
(36) COc1ccccc1CNC(=O)CN1c2cccc3cccc(c23)S1(=O)=O
(37) CN1CCN(c2ccc(NC(=O)c3ccc([N+](=O)[O-])o3)cc2Cl)CC1
(38) CO[C@H]1CN(C)C(=O)c2cc(NC(=O)c3ccccc3F)ccc2OC[C@@H](C)N(C)C[C@@H]1C
(39) CCC1CCCCN1c1nc2c(C=O)c(C)nn2c2ccccc12 (stereo unspecified)
(40) C[C@@H](NC(=O)C[C@@H]1C=C[C@@H](NS(=O)(=O)c2cccc(F)c2)[C@@H](CO)O1)c1ccccc1

assay / compound	31	32	33	34	35	36	37	38	39	40
F508del corr	-0.7	0.3	-0.2&0.4	3.2	-0.8	-1.8	0.0	0.3	.	-0.2
RAD54 branch	.	4	-8&6	14	.	3	5	0	4	-3
esBAF inh	6	-2	3&-3	.	.	7	-15	0	.	0
ERAP1 HTS inh	2	-6	10&1	-3	1	6	-2	-3	.	2
ARNT TACC3 PPI	-7	4	5	-3	.	-5	2	-7	-37	-1
XiGFP reactiv	0.0	0.0	-0.8	0.3	-0.1	-0.1	0.9	0.1	0.0	0.0
GSIS activator	-2	6	-13&20	-25	13	4	-9	-2	6	9
RAD52 inh	-6	-15	-11&-12	-5	8	-18	5	-8	.	-3

(41) Nc1[nH]n(-c2ccccc2)c(=O)c1N=Nc1ccc2ncsc2c1
(42) Cc1ccccc1NC(=O)Nc1ccc2c(c1)C(=O)N(C)[C@@H]1CC[C@H](CC(=O)O)O[C@H]1CO2
(43) CCOc1ccc(-n2c(=S)sc3c(=O)n(-c4ccccc4)c(SC)nc32)cc1
(44) Cc1cc(C)n2ncc(C(=O)Nc3ccc(Cl)c(Cl)c3)c2n1
(45) CCN(C(=O)CSc1nc(C)cc(=O)[nH]1)C1CCCCC1
(46) CCCNC(=O)[C@@H]1[C@@H](CO)[C@@H]2Cn3c(cccc3=O)[C@@H]2N1CC1CC1
(47) Cc1onc(-c2c(Cl)cccc2Cl)c1NC(=O)N(C)N
(48) COCCNc1nc(-c2ccccc2F)c2sc(-c3ccccc3)cc2n1
(49) Cc1ccc(NC(=O)n2ncc3c(C)cccc32)c(C)c1
(50) C[C@H](CO)N1C[C@H](C)[C@H](CN(C)Cc2ccncc2)Oc2ccc(NC(=O)Nc3cccc4ccccc34)cc2C1=O

assay / compound	41	42	43	44	45	46	47	48	49	50
F508del corr	1.4	-1.2	-0.8	5.8	-1.8	-3.3	2.5	1.9	0.2	-0.8
RAD54 branch	-7	-6	4	.	0	-10	5	-3	-6	2
esBAF inh	35	-1	3	34	4	-3	0	-4	40	-8
ERAP1 HTS inh	-4	.	-5	-5	0	6	-3	-1	5	-1
ARNT TACC3 PPI	11	-5	-3	-7	5	29	-3	.	-6	15
XiGFP reactiv	0.1	0.0	0.0	0.1	0.0	0.0	0.0	-0.1	0.0	0.1
GSIS activator	-12	-5	-1	-2	7	2	.	48	-2	-16
RAD52 inh	-4	.	-2	-8	3	-19	0	-14	6	-8

(51) O=C(COC(=O)c1ccccc1[N+](=O)[O-])NNC(=O)c1cccs1
(52) COc1ccccc1NC(=O)Nc1ccc2c(c1)C(=O)N(C)C[C@H](OC)[C@H](C)CN[C@H](C)CO2
(53) O=C(NCc1ccccc1)C12CN(Cc3ccccc3)CC1C(c1cccc([N+](=O)[O-])c1)=NO2 (stereo unspecified)
(54) Cc1ccc(N(CC(=O)NCC2CCCO2)C(=O)CCC(=O)Nc2ccccn2)cc1C (stereo unspecified)
(55) Cc1ccc(S(=O)(=O)NCC(=O)OCCOc2cccc(Cl)c2)cc1
(56) CC(C)NC(=O)Nc1ccc2c(c1)C(=O)N([C@@H](C)CO)C[C@H](C)[C@H](CN(C)Cc1ccc(C(F)(F)F)cc1)OCCCC[C@@H](C)O2
(57) NC(=O)c1sc2nc(-c3ccccc3)ccc2c1N
(58) Cc1ccc(-n2ccc(=O)c(C(=O)Nc3ccc(S(=O)(=O)N4CCOCC4)cc3)n2)cc1

assay / compound	51	52	53	54	55	56	57	58
F508del corr	-0.2	-4.1	2.2	.	-1.7	2.7	-5.7	0.3
RAD54 branch	3	9	-2	-3	4	0	-4	-12
esBAF inh	.	3	-1	7	-11	-4	77*	-6
ERAP1 HTS inh	-4	1	1	.	-1	0	1	-1
ARNT TACC3 PPI	-1	2	-12	2	0	-2	18	3
XiGFP reactiv	0.4	-0.1	0.2	.	-0.1	-0.1	0.0	0.3
GSIS activator	3	0	.	2	-20	-34	5	-3
RAD52 inh	-7	-4	-18	.	4	21	-20	7

Screens (PubChem)
